Screening results: PubChem BioAssay, National Center for Advancing Translational Sciences (NCATS)
12-LOX inh – inhibitors of human 12S-lipoxygenase ALOX12 | P18054 | purified 12hLO, xylenol orange hydroperoxide absorbance | Potency, µM (top dose mostly 108 µM), without a hit: top-dose activity change, negative = inhibition, usual class: inhibitors | hit rate 1.1% among 580,000 | AID 1671190; note: % is set by controls: 0 for no effect and ±100 for the full control effect
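Purified human 12hLO (150 nM final) in 25 mM Hepes, 0.01% Triton X-100, pH 7.0 was preincubated 15 min at room temperature with compound. Then 40 uM arachidonic acid was added, 30 min. Hydroperoxide was read by Fe-XO absorbance ratio 573/405 nm.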
RXFP1 ag – RXFP1 (human) receptor agonism | Potency, µM (doses to about 57.5 µM), without a hit: top-dose activation, hits mostly activators | HEK293T-RXFP1 cAMP TR-FRET, 30 min; response scale: percent of porcine relaxin response, buffer zero | hit rate 0.3% among 370,000 | Q9HBX9; note: % is set by controls: 0 for no effect and ±100 for the full control effect; nearly all actives have a fitted effect of over 60% in size; many of its hits are not listed in these tables
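HEK293T cells stably expressing RXFP1 were pretreated with the PDE4 inhibitor Ro 20174, exposed to compounds for 30 min at 37C, lysed, and cAMP was read by TR-FRET. Data normalized to buffer (basal) and 29 nM porcine relaxin (100%).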
TrxR1 substrate – rat thioredoxin reductase 1 substrate activity; O89049; purified TrxR1 substrate turnover, NADPH consumption readout; Potency, µM (doses to about 114 µM), for the others: at the top dose activity change, negative = substrate turnover; hit rate 0.01% among 390,000; AID 588456; note: % is set by controls: 0 for no effect and ±100 for the full control effect; nearly all actives have a fitted effect of over 50% in size
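Rat TrxR1, dispensed at 90 nM, was prereduced with 400 uM NADPH (final) for 5 min at ~22 deg C, then incubated with compound 15 min before 400 uM selenite. A first-read NADPH fluorescence drop versus no-compound background flagged substrates.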
mIDH1 inhibitor – inhibitors of human mutant IDH1 R132H; IDH1-R132H enzyme, NADPH consumption, diaphorase/resazurin fluorescence; hit rate 0.093% among 390,000; O75874; Potency, µM (series often up to 76.6 µM), inactives show at the highest dose activity change, negative = inhibition, actives largely listed as inhibitors; note: % is set by controls: 0 for no effect and ±100 for the full control effect; nearly all actives have a fitted effect of over 65% in size
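IDH1-R132H (0.5 ug/mL dispensed) in pH 7.5 Tris buffer was preincubated 30 min with compound, then given a substrate mix of 0.016 mM NADPH and 2 mM alpha-KG for 80 min at room temperature; remaining NADPH was read by diaphorase/resazurin fluorescence.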
USP1-UAF1 inh – inhibitors of human USP1/UAF1 deubiquitinase | O94782 | recombinant USP1/UAF1, Ub-Rhodamine cleavage fluorescence | Potency, µM (series often up to 57.1 µM), for the others: at the highest dose activity change, negative = inhibition, usual class: inhibitors | hit rate 0.23% among 390,000 | AID 743255; note: % is set by controls: 0 for no effect and ±100 for the full control effect; nearly all actives have a fitted effect of over 60% in size; inactives centre near -12
Target sequence (O94782 whole entry, looked up): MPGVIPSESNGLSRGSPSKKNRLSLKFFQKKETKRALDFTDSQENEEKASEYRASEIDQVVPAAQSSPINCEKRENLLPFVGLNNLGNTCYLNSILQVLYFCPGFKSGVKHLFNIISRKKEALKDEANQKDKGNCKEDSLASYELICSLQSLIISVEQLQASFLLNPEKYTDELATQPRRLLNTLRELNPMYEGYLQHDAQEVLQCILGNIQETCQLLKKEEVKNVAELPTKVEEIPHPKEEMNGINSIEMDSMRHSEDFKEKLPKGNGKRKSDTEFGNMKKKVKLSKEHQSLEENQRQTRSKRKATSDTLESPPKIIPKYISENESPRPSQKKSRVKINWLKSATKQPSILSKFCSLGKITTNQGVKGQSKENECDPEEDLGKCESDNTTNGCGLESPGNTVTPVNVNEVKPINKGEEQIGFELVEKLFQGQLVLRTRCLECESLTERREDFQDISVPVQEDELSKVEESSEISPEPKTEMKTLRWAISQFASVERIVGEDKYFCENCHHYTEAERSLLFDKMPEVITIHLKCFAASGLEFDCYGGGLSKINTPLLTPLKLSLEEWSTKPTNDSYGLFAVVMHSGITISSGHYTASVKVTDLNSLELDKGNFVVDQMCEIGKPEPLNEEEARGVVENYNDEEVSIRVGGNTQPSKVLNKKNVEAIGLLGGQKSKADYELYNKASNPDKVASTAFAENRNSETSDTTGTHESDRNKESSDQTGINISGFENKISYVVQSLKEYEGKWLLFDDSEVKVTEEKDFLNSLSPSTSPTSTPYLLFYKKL
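USP1/UAF1 complex (1 nM) preincubated 15 min at room temperature with compound, then Ub-Rho substrate (150 nM final) added. Kinetic fluorescence at 480/540 nm over 6 reads at 60 s intervals; 50 mM HEPES pH 7.8, 0.5 mM EDTA, 0.1 mg/ml BSA, 1 mM TCEP, 0.01% Tween-20.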
RGS4 inhibitor – human RGS4 inhibition. P49798. Transcreener GDP fluorescence polarization, RGS4-accelerated GTP hydrolysis. Potency, µM (series often up to 114 µM), for the others: top-dose activity change, negative = inhibition, usual class: inhibitors. hit rate 0.039% among 390,000; note: % is set by controls: 0 for no effect and ±100 for the full control effect; nearly all actives have a fitted effect of over 75% in size; some results filed as inactive show a strong effect at the top dose
Target sequence (P49798 whole entry, looked up): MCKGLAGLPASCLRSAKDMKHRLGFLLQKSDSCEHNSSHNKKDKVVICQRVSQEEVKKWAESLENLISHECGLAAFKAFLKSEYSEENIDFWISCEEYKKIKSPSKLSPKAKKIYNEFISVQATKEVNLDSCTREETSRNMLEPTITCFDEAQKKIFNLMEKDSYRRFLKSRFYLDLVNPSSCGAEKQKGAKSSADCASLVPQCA
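MLSMR compounds (23 nl, pin-transferred) preincubated 10 min at room temperature with a 500nM (2x) first reagent, then RGS4 at 900nM (2x) plus Transcreener GDP mix added; fluorescence polarization (620/688 nm) read before and after 90 min at 30 °C.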
Vif-APOBEC3F blk – Vif-A3F binding inhibition; HeLa A3F-eYFP + Vif (tagged APOBEC3F with the HIV-1 protein that degrades it), YFP fluorescence increase; Potency, µM (doses to about 46.1 µM), for inactives: at the highest dose activity, negative = active; hit rate 0.2% among 390,000; note: % of control where 0% means no effect; nearly all actives have a fitted effect of over 65% in size
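HeLa cells stably expressing Vif plus C-terminally eYFP-tagged A3F were seeded, incubated overnight at 37 deg C, dosed with compound, incubated overnight again at 37 deg C. Yellow fluorescence (Ex 488/Em 500-530) reported blocked Vif-mediated A3F-eYFP degradation.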
TrxR1 inh – rat TrxR1 inhibition | O89049 | recombinant rTrxR1, NADPH fluorescence consumption, selenite substrate | Potency, µM (doses to about 114 µM), for inactives: at the highest dose activity change, negative = inhibition, most hits filed as inhibitors | hit rate 1% among 390,000 | AID 588453; note: % is set by controls: 0 for no effect and ±100 for the full control effect; nearly all actives have a fitted effect of over 65% in size
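Rat TrxR1 (90 nM in the dispensed reagent) was pre-reduced with 400 uM NADPH for 5 min at room temperature, then incubated with compound for 15 min. After 400 uM selenite was added, NADPH fluorescence (Ex 340/Em 450 nm) was followed for 8 min.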
Vif-APOBEC3G blk – Vif-A3G binding inhibition; Q9HC16; HeLa A3G-eYFP + Vif (tagged APOBEC3G with the HIV-1 protein that degrades it), YFP fluorescence, overnight; hit rate 0.076% among 410,000; Potency, µM (highest dose often 46.1 µM), without a hit: top-dose activity, negative = active, most hits filed as inhibitors;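 note: % is set by controls: 0 for no effect and ±100 for the full control effect; nearly all actives have a fitted effect of over 60% in size; hits raise eYFP signal because A3G escapes Vif-driven loss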
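HeLa cells stably expressing Vif and C-terminally eYFP-tagged A3G, seeded overnight at 37 deg C, then exposed to compound by pintool overnight at 37 deg C. Rise in yellow fluorescence (Ex 488/Em 500-530, Acumen) marks blocked Vif-driven A3G degradation.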
Numbers without * were called inactive; u = inconclusive; x = not tested or not shown; & = joins results of further samples; [ ] = another dose, or the depositor's remark. Calls come from the whole dose curve; as a rule, active = well fitted curve in the direction sought with a large enough effect; inconclusive = small, poorly fitted or top-dose-only effect, or another doubt; inactive = no such curve, though single readings can be large; an effect the other way counts as inactive or inconclusive. Potency is the fitted concentration of half-maximal effect. This is a subset, so the mix of outcomes need not match the whole.

SMILES | 12-LOX inh | RXFP1 ag | TrxR1 substrate | mIDH1 inhibitor | USP1-UAF1 inh | RGS4 inhibitor | Vif-APOBEC3F blk | TrxR1 inh | Vif-APOBEC3G blk
O=C(CSc1nc(O)cc(=O)n1C1CCCC1)Nc1cccc(Cl)c1Cl | 0% | 3.0% | 7% | -1% | -15% | -49% | -2% | 9% | -10%
Cc1nnc(NC(=O)CSc2nnc(C)n2Cc2ccccc2)s1 | -11% | 0.3% | 12%[57.1 µM] | -1% | -2% | 60%[activator] | 9% | 11%[57.1 µM] | 1%
Cc1c(C)c2cc(Cl)c(OC(C)C(=O)NCCN3CCOCC3)cc2oc1=O (stereo not given) | 7%&54% | 7.1% | 15%[57.1 µM] | -8% | -3% | -53%[56.9 µM] | 0% | 5%[57.1 µM] | 4%
CS(=O)(=O)N1CCN(C(=O)c2ccncc2)CC1 | 1% | 0.0% | 1% | 13% | -27% | -6% | -2% | -2% | 1%
COc1ccccc1Oc1ccc(S(=O)(=O)NCc2ccccn2)cc1 | 3% | 0.0% | 6% | -2% | -14% | -5% | -2% | 23% | 1%
COc1ccc(OCCn2c(C)c(/C=N/n3cnnc3)c3ccccc32)cc1 | x | 0.8% | 7%[57.1 µM] | 2% | -9% | -3% | 3% | -5%[57.1 µM] | 1%
Cc1ccc(NC(=O)CSCC(=O)N2c3ccccc3CCc3ccccc32)cc1 | 7% | -0.8% | 2% | -2% | -6% | -12% | -5% | 11% | 3%
CC1(C)NC(=O)N(CC(=O)OCC(=O)Nc2cc(S(=O)(=O)N3CCCCCC3)ccc2Cl)C1=O | -2% | -1.2% | -2% | 7% | -11% | -11% | 5% | 2% | -1%
COCCNC(=O)Cn1ccc2cc(S(=O)(=O)N3CCCCCC3)ccc21 | 13%&0% | 0.8%&0.9% | 1%&3% | 3%&10% | -22%&-6% | 2%&1% | -3%&-1% | 12%&18% | 3%&1%
CCC(Cc1ccccc1)OC(=O)c1ccccc1C(=O)O (stereo not given) | -2% | x | 5%[57.1 µM] | -5% | 2% | 12% | 6% | 13%[57.1 µM] | 4%
O=C(CCCO)CCCCCCCCC[C@H]1N[C@H](CO)[C@@H](O)[C@@H]1O | 8% | 1.5% | -3% | 7% | -22% | -9% | 1% | 0% | 1%
CCN(Cc1ccccc1)C(=O)COC(=O)Cn1cnc2ccccc21 | 2% | 0.7% | 4% | -4% | -3% | -26% | -21% | 19% | -4%
Cc1cccc(-c2cc3nc(-c4ccccc4)cc(=O)n3[nH]2)c1 | 11% | 3.0% | 19% | 7% | -11% | -1% | -7% | -11% | -24%
CCOP(=O)(OCC)C(NC(=O)Nc1ccc(Cl)cc1)C(N)=O (stereo not given) | -9% | -0.4% | 1% | -1% | -19% | 14% | 1% | 10% | 0%
O=C(Nc1cnn(Cc2ccc(Cl)cc2Cl)c1)c1noc2c1CCc1ccccc1-2 | -6% | -0.7% | -1% | -9% | u | 11% | -8% | 14% | 4%
CS(=O)(=O)N1CCN(c2ccc(NC(=O)c3ccc(-c4ccc(Cl)cc4)o3)cc2)CC1 | -25% | 1.8% | 11% | -4% | 3% | -10% | -3% | 20% | -4%
CCC(CC)C(=O)NCc1ccc2c(c1)cc(C)n2C | 0% | 2.6% | 12%[57.1 µM] | 8% | -8% | -28% | -29% | 3%[57.1 µM] | -5%
Cc1cc(=O)oc2cc(OC(C)C(=O)NC3CCN(Cc4ccccc4)CC3)ccc12 (stereo not given) | 18%&-13% | 1.4% | -4% | -1% | -18% | -23% | -1% | 17% | -1%
CN(CCn1ccnc1)Cc1cn(Cc2ccccc2)nc1-c1ccc2c(c1)OCO2 | 1% | -2.0% | 4% | 2% | -17% | -5% | 3% | 13% | 0%
O=C(COC(=O)CNC(=O)c1ccco1)Nc1ccccc1OC(F)F | -1% | 4.1% | -10% | 0% | -8% | 5%[11.4 µM] | 3% | -19% | 2%
CC[C@@H]1[C@H]2CCCC(=O)N3CC[C@@H](C[C@@H]1OC(=O)NCc1ccccc1)[C@@H]23 | 8% | -0.6% | 10%[57.1 µM] | -1% | -22% | 7% | 2% | 12%[57.1 µM] | -5%&1%
Cc1ccc(C2(C)NC(=O)N(CC(=O)N3CC(=O)Nc4ccccc43)C2=O)cc1 (stereo not given) | -17% | x | 4%[2.29 µM] | 3% | -8% | 3% | 11% | -12%[57.1 µM] | 1%
Cc1oc(-c2cccs2)nc1CS(=O)CC(=O)NCCCOC(C)C (stereo not given) | u | -0.2% | 1% | 0% | -21% | -11% | 4% | 13µM* | 4%
COc1ccc(Cl)cc1Nc1nc(-c2cccnc2)cs1 | 40%[activator] | -0.1% | -1% | 17% | -11% | -21% | -1% | 5% | -1%
CCCC(=O)NNC(=O)c1ccoc1C | -10% | 1.6% | -8% | 7% | -8% | -9% | 2% | -12% | 0%
Cc1ccc(-n2ncc3c(Nc4cccc(C)c4C)ncnc32)cc1 | -7% | 3.9% | -1%[57.1 µM] | 0% | -20% | -19% | -18% | 8%[57.1 µM] | -1%
Cn1c(-c2ccsc2)c(-c2cccs2)c2cc(-c3ccc4[nH]ccc4c3)ccc21 | -23% | -0.5% | 13% | -7% | -28% | 12% | -3% | 16% | 1%
Cc1c(CCOC(=O)C23CC4CC(CC(C)(C4)C2)C3)sc[n+]1CC(=O)c1ccccc1 | u | 1.2% | -3% | -5% | -14% | 14% | -11% | -6% | 0%
CC(C)c1ccc(C2NC(C(=O)O)CS2)cc1 (stereo not given) | u | 0.1% | -1% | 4% | -21% | -8% | 13% | 45%[activator] | -5%
Cc1cc(C)cc(OC(=O)C23CCC(C)(C(=O)O2)C3(C)C)c1 (stereo not given) | -7% | -0.2% | -4% | 3% | -3% | 20% | 6% | 1% | 1%
O=[N+]([O-])c1ncn(Cc2c(Cl)cccc2Cl)n1 | -4% | -2.6% | 6% | -5% | -24% | 3%[11.4 µM] | 2% | 19% | 9%
O=C(COc1ccc2ccccc2c1)NCCNC(=O)COc1ccc2ccccc2c1 | -6% | 23% | 10%[57.1 µM] | 1% | -2% | 19% | 2% | 9% | -9%
CC1([N+](=O)[O-])COC2(OC1)C(=O)Nc1ccccc12 (stereo not given) | 0% | 3.7% | 8%[57.1 µM] | 0% | -15% | 0% | -4% | 12% | 3%
CCc1ccc2ncc3c(-c4ccc(C)cc4)nn(CC(=O)NCc4ccccc4)c3c2c1 | -19% | -2.9% | -13%[57.1 µM] | -13% | u | 14% | -2% | -6%[57.1 µM] | 1%
Cc1cc2c(c(=O)n1CC1CCCO1)C(c1ccc3c(c1)OCO3)C(C#N)=C(N)O2 (stereo not given) | 415%[activator] | 3.8% | -2% | -4% | -10% | 8% | -9% | -2% | 0%
COC(=O)C1C(=O)CC(C)(O)C(C(=O)OC)C1c1ccccc1F (stereo not given) | -21% | 0.6% | -3% | -1% | -2% | -22% | x | -5% | 1%
O=C1Cc2cc(S(=O)(=O)Nc3cccc([N+](=O)[O-])c3)cc3c2N1CCC3 | -12% | 24% | -4% | -6% | -19% | 34% | -6% | 2% | 1%
Cc1ccc(-n2cnnn2)cc1S(N)(=O)=O | -8% | -2.3% | 0%[57.1 µM] | -4% | u | 13% | 4% | 10%[57.1 µM] | -10%
COc1ccc(C(C)(C)C)cc1NC(=O)Nc1ccc2c(c1)OCO2 | -1% | 3.3% | -15% | 8% | -23% | 2% | -5% | 2% | 0%
Cc1cccc(OCc2nnc(SCC(=O)OC3CCCCC3)o2)c1 | 25% | 1.1% | 7%[57.1 µM] | 16% | -12% | -4% | -6% | 22%[57.1 µM] | 0%

3 compounds out of the list above, sorted by the value under 12-LOX inh, largest number first.
Compound	12-LOX inh
COc1ccc(C(C)(C)C)cc1NC(=O)Nc1ccc2c(c1)OCO2	-1%
O=C(COc1ccc2ccccc2c1)NCCNC(=O)COc1ccc2ccccc2c1	-6%
Cn1c(-c2ccsc2)c(-c2cccs2)c2cc(-c3ccc4[nH]ccc4c3)ccc21	-23%

The results go on:
SMILES | 12-LOX inh | RXFP1 ag | TrxR1 substrate | mIDH1 inhibitor | USP1-UAF1 inh | RGS4 inhibitor | Vif-APOBEC3F blk | TrxR1 inh | Vif-APOBEC3G blk
CCC(=O)OCCn1c(=O)c2ccccc2c2ccccc2c1=O | -13% | -2.9% | 0% | 4% | -19% | 14% | 9% | 23% | 3%
Cc1ccc(Cl)cc1N1CCN(S(=O)(=O)c2cc(Br)cc3c2N(C(=O)C2CC2)CC3)CC1 | -21% | 0.2% | 11%[2.29 µM] | 10% | -11% | 28% | -5% | 20%[2.29 µM] | 3%
CC(C)CN1CCN(CCCc2ccccc2)C(CCO)C1 (stereo not given) | 8% | -0.5% | 7% | 5% | -12% | -31% | 1% | 3%[57.1 µM] | 2%
CSc1ncc(Cl)c(C(=O)Nc2c(C(=O)Nc3cccc(C)c3)oc3ccccc23)n1 | -22% | 0.5% | 1% | -15% | -13% | 18% | 0% | 31% | 1%
COc1ccc(OC)c(N(CC(=O)N2CCCC2)S(C)(=O)=O)c1 | 149%[activator] | 2.7% | 4% | 2% | -17% | -19% | 0% | 16% | -1%
